# Assay outcomes from PubChem BioAssay.
# TrxR1 inh: blocks rat thioredoxin reductase 1 | O89049 | recombinant rTrxR1, NADPH fluorescence consumption, selenite substrate | Potency, µM (doses to about 114 µM), inactives show top-dose activity change, negative = inhibition, most hits filed as inhibitors | 390,000 compounds, 1% hits | AID 588453; further: potency means the concentration at half of the fitted maximal effect; on the % scale 0 is the no-effect control and ±100 the full control effect; nearly all actives have a fitted effect of over 65% in size
#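 Rat TrxR1 (90 nM in the dispensed reagent) was pre-reduced with 400 uM NADPH for 5 min at room temperature, then incubated with compound for 15 min. After 400 uM selenite was added, NADPH fluorescence (Ex 340/Em 450 nm) was followed for 8 min.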
# IDH1 R132H inh: human IDH1 R132H inhibition; O75874; IDH1-R132H enzyme, NADPH consumption, diaphorase/resazurin fluorescence; Potency, µM (top dose mostly 76.6 µM), inactives show at the highest dose activity change, negative = inhibition, usual class: inhibitors; 390,000 compounds, 0.093% hits; AID 602179; further: potency means the concentration at half of the fitted maximal effect; on the % scale 0 is the no-effect control and ±100 the full control effect; nearly all actives have a fitted effect of over 65% in size
#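 IDH1-R132H (0.5 ug/mL dispensed) in pH 7.5 Tris buffer was preincubated 30 min with compound, then given a substrate mix of 0.016 mM NADPH and 2 mM alpha-KG for 80 min at room temperature; remaining NADPH was read by diaphorase/resazurin fluorescence.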
# USP1 inh: inhibitors of human USP1/UAF1 deubiquitinase; Potency, µM (doses to about 57.1 µM), for the others: at the top dose activity change, negative = inhibition, actives largely listed as inhibitors; 390,000 compounds, 0.23% hits; AID 743255; recombinant USP1/UAF1, Ub-Rhodamine cleavage fluorescence; O94782; further: potency means the concentration at half of the fitted maximal effect; on the % scale 0 is the no-effect control and ±100 the full control effect; nearly all actives have a fitted effect of over 60% in size; inactives centre near -12
#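 Step one: compound is pinned into 1nM USP1/UAF1 in HEPES pH 7.8 buffer with TCEP. Step two: 15 min room-temperature incubation. Step three: Ub-Rho (150nM final) starts cleavage, tracked by fluorescence over six one-minute reads.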
# D2 agonist: activates the human D2 dopamine receptor. P14416. HEK293 T-REx D2 cells, calcium flux agonist mode. activation, % at 2 µM. 340,000 compounds, 0.53% hits;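 active means activation over 3 SD above normal in the single-dose calcium agonist read, cut at about 30% in these data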; further: 0% is about no effect
# Target sequence (P14416 whole entry, looked up): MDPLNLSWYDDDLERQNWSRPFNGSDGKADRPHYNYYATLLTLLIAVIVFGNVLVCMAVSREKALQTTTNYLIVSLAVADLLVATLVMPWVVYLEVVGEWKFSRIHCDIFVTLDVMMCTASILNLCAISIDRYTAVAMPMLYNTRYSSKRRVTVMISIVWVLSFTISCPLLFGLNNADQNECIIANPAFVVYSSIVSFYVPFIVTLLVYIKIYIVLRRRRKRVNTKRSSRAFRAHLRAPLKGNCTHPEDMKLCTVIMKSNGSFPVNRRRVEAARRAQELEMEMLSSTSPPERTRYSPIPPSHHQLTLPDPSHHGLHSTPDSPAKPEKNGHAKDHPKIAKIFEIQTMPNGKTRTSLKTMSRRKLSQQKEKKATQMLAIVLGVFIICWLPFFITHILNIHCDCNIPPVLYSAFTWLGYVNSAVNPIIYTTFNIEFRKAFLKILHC
#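 HEK293 Trex D2 cells, tetracycline-induced, o/n 30 C 5% CO2; no-wash Ca dye, RT 30–90 min; 10-cycle baseline, 23 nl cpd added, kinetic Ca read 180 s; agonist hits = positive Ca response.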
# TrxR1 substrate: is turned over as a substrate by rat TrxR1; O89049; purified TrxR1 substrate turnover, NADPH consumption readout; Potency, µM (top dose mostly 114 µM), without a hit: top-dose activity change, negative = substrate turnover; 390,000 compounds, 0.01% hits; further: potency means the concentration at half of the fitted maximal effect; on the % scale 0 is the no-effect control and ±100 the full control effect; nearly all actives have a fitted effect of over 50% in size
#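 Rat TrxR1, dispensed at 90 nM, was prereduced with 400 uM NADPH (final) for 5 min at ~22 deg C, then incubated with compound 15 min before 400 uM selenite. A first-read NADPH fluorescence drop versus no-compound background flagged substrates.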
# TRHR enhancer: TRH receptor (human) allosteric enhancement | 360,000 compounds, 0.66% hits | P34981 | enhancement, % at 2 µM | AID 493056 | TRHR cells, fluo-8 calcium fluorescence, EC20 TRH enhancement; in the data active means enhancement above about 30%; further: 0% is about no effect
# Target sequence (P34981 whole entry, looked up): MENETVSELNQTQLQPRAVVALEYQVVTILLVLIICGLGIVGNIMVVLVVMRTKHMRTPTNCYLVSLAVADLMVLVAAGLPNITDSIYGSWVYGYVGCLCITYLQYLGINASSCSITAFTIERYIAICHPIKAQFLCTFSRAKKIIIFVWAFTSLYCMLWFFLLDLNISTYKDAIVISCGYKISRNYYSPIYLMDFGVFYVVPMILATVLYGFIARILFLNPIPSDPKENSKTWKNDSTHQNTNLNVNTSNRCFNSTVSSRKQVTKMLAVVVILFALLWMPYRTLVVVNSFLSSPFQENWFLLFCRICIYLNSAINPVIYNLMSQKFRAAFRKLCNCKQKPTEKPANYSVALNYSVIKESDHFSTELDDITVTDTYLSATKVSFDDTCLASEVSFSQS
#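 TRHR-expressing cells loaded with fluo-8 calcium dye were read kinetically (ex 480/em 530) during compound addition, then stimulated with an EC20 of TRH (10 nM final). Enhancement of the Gq-mediated intracellular calcium response was scored.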
# TRHR ag: TRH receptor (human) agonism. activation, % at 2 µM. P34981. TRHR cells, calcium flux fluo-8, FDSS agonist mode. 360,000 compounds, 0.18% hits. AID 493084; in the data active means activation above about 30%; further: 0% is about no effect
#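 TRHR-expressing cells, plated overnight in medium with 10% serum, were loaded with fluo-8 calcium dye at room temperature. After a 10 s baseline, library compound was pin-added and calcium release was recorded kinetically (ex 480/em 530) as agonist response.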
# PI4K2A block: blocks human PI4K2A kinase activity. Q9BTU6. purified PI4K2A, ADP-Glo luminescence, 1 h; stronger effect = lower value. activity change, negative = inhibition, % at 76.9 µM. 420,000 compounds, 0.13% hits. AID 1346378; in the data active means activity change below about -50%; inconclusive means mostly about -30% to -49%;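 further: -100% = wells without enzyme as full effect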
#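 PI4K2A activity was measured by ADP-Glo luminescence: enzyme (4 ug/mL stock) and phosphatidylinositol (1.2 mM stock) in Tris pH 7.5/MgCl2/EGTA/Triton X-100 buffer were reacted with ATP (300 microM stock) for one hour at ambient temperature.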
# D2 antagonist: D2 dopamine receptor (human) antagonism; AID 485344; inhibition, % at 10 µM; 340,000 compounds, 2% hits; P14416; HEK293 TREx D2 cells, calcium flux, dopamine EC80; in the data active means inhibition above about 30%; further: 0% is about no effect
#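 Tetracycline-induced HEK293 TREx cells expressing D2 receptor forced-coupled to calcium signalling, loaded with no-wash calcium dye. Compounds added and calcium flux read 180 s, then dopamine added at EC80 and read a further 180 s.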
# * hit, by the source's call; ? = inconclusive; · = not tested or not shown; [ ] = dose if it differs, or a comment. Unless noted, the call rests on the fitted dose curve; in most records, active means well fitted inhibition curve with a large enough effect; inconclusive means small, poorly fitted or top-dose-only effect; inactive means no such curve, though single readings can be large or run the other way.
SMILES,TrxR1 inh,IDH1 R132H inh,USP1 inh,D2 agonist,TrxR1 substrate,TRHR enhancer,TRHR ag,PI4K2A block,D2 antagonist
COc1ccc(S(=O)(=O)N2CCC(N3CCCCC3)CC2)cc1,-15%,8%,-13%,0.3,-13%,0,-0.2,5,-11
COC(=O)COc1ccc(S(=O)(=O)Nc2ccccc2C(=O)OC)cc1,-1%,-2%,-2%,0.4,4%,-9,-0.1,-3,4
O=C(CCC1CCCCC1)NCc1ccc(F)cc1,-6%,3%,-15%,-2.6,-8%,9,-0.2,-3,4
Cc1cccc(OCC(=O)OC(C)C(=O)Nc2ccc(S(=O)(=O)N3CCCCC3)cc2)c1 (stereo not given),-3%,-5%,-5%,-0.1,-13%,10,0.1,1,0
CCOc1ccccc1NC1=NC2CS(=O)(=O)CC2S1 (stereo not given),19%,14%,-4%,-1.2,-1%,5,-1.1,4,-1
Cc1ccc(C(=O)NC2=NCCS2)cc1,·,·,·,-0.1,·,-4,0.1,·,-10
COC(=O)c1ccc(C2C(Oc3ccc(OC)cc3)C(=O)N2CCc2ccc(OC)c(OC)c2)cc1 (stereo not given),-1%,-2%,-20%,-1.4,-2%,-4,0.1,-3,1
CCC(=O)N1c2ccccc2CC1C(=O)NCCc1ccccc1C (stereo not given),20%[57.1 µM],8%,0%,0.8,2%[57.1 µM],-4,0.2,0,·
CCN(CC(=O)Nc1cccc(C#N)c1)CC(=O)Nc1cccc(OC)c1,4%[57.1 µM],-5%,8%,1.0,1%[57.1 µM],12,0.3,2,5
CCOC(=O)c1ccc(NS(=O)(=O)c2ccc3c(c2)NC(=O)CCS3)cc1,27%,-2%,-18%,0.8,0%,-4,0.1,2,-6
O=C(NCc1cccc(Cl)c1)c1ccc(-c2csnn2)cc1,6%,-1%,-7%,·,0%,0,-0.2,6,·
O=C1c2ccccc2C(=O)N1CCc1nc2ccccc2c(=O)n1CCCn1ccnc1,12%[57.1 µM],-6%,-12%,0.6,9%[57.1 µM],-1,0.4,2,7
Nc1nonc1C(=O)NCCNc1ncccc1[N+](=O)[O-],19%[57.1 µM],13%,-3%,-0.2,-3%,-2,-0.7,-1,9
Cc1ccc(S(=O)(=O)NCC(=O)N(CC(=O)NCc2ccco2)Cc2ccc3c(c2)OCO3)cc1,8%[57.1 µM],15%,-18%,0.6,-4%,-7,-0.6,0,-6
O=C(O)C1(c2ccccc2)CCN(S(=O)(=O)c2ccc(Cl)s2)CC1,6%,-4%,-9%,-2.4,-3%,7,-0.3,0,2
Clc1ccc(-c2nc(-c3cnccn3)no2)cc1,18%[57.1 µM],1%,-25%,0.1,6%[57.1 µM],9,0.1,-6,-3
Cn1c(NC(=O)c2cc(Cl)ccc2Cl)cc(=O)n(C)c1=O,12%,-3%,-28%,·,3%,-8,1.6,0,·
N#C/C(=C/c1ccc(-c2cc([N+](=O)[O-])ccc2Cl)o1)C(N)=O,-7%,11%,-11%,-1.3,8%,8,-0.5,2,-12
COC(=O)c1cc(S(=O)(=O)N2CCN(Cc3ccccc3)CC2)c[nH]1,-3%,-6%,-10%,0.4,-5%,16,0.9,5,-20
COc1cc([N+](=O)[O-])ccc1NC(=O)COC(=O)C=C(C)C,10%,-8%,-1%,0.7,-8%,-3,-0.2,0,8

# Sorted by the number under D2 antagonist (ascending): 3 of the compounds above.
canonical_smiles	TrxR1 inh	IDH1 R132H inh	USP1 inh	TrxR1 substrate	TRHR enhancer	TRHR ag	PI4K2A block	D2 antagonist
N#C/C(=C/c1ccc(-c2cc([N+](=O)[O-])ccc2Cl)o1)C(N)=O	-7%	11%	-11%	8%	8	-0.5	2	-12
Cc1ccc(S(=O)(=O)NCC(=O)N(CC(=O)NCc2ccco2)Cc2ccc3c(c2)OCO3)cc1	8%[57.1 µM]	15%	-18%	-4%	-7	-0.6	0	-6
COc1cc([N+](=O)[O-])ccc1NC(=O)COC(=O)C=C(C)C	10%	-8%	-1%	-8%	-3	-0.2	0	8

# Remaining list, next part:
SMILES,TrxR1 inh,IDH1 R132H inh,USP1 inh,D2 agonist,TrxR1 substrate,TRHR enhancer,TRHR ag,PI4K2A block,D2 antagonist
CCCN1CCn2c3c(c4cc(Br)ccc42)CCCC31 (stereo not given),9%,-15%,-24%,4.5,-4%,1,0.5,0,-2
CC1CCc2sc(C(=O)OC(C)C(=O)Nc3ncc(Cl)cc3Cl)cc2C1 (stereo not given),·,·,·,-1.5,·,10,0.0,·,-7
O=[N+]([O-])c1cc(-c2ncccn2)c([N+](=O)[O-])s1,2µM*,27%,?,1.7,-17%,3,0.4,-1,2
Cc1nc(-c2cccc(NC(=O)C3CCCCC3)c2)cs1,-5%,-6%,-2%,-0.4,-9%,2,-1.2,-2,-14
COc1cc(C(=O)N2CCC(c3ccncc3)CC2)cc(OC)c1OC,8%[57.1 µM],19%,?,·,3%[57.1 µM],10,-0.4,-2,·
O=C(CCSCc1cccc(F)c1)NCc1ccc(F)cc1,9%,-1%,-4%,-1.3,-1%,-4,-1.8,0,0
CC[C@]12c3[nH]c4ccc(OC)cc4c3CCN1C(=O)C(CC(=O)NCC13CC4CC(CC(C4)C1)C3)C[C@@H]2C(=O)N1CCN(C(=O)c2ccco2)CC1 (stereo not given in full),8%,4%,-9%,·,-8%,·,·,-7,·
Cc1ccc(NC(=O)Cn2ncc3c([nH]c4ccccc43)c2=O)cc1Cl,27%[57.1 µM],-2%,-8%,0.0,8%[57.1 µM],-2,2.6,-1,-4
[C-]#[N+][C@H](O[C@@H]1O[C@H](CO)[C@@H](O)[C@H](O)[C@H]1O)c1ccccc1,14%,0%,-23%,·,5%,·,·,-3,·
CCOC(=O)C1=CN(CC)S(=O)(=O)NC1c1cccc(OC)c1 (stereo not given),14%,7%,-6%,·,4%,·,·,2,·
Cc1cc(C)n(C(=O)CCN2C(=O)c3ccccc3C2=O)n1,21%,0%,14%,-1.6,2%,16,-0.7,0,14
COC(=O)c1c(NC(=O)c2cccc(OC)c2)sc2c1CCC(C(C)(C)C)C2 (stereo not given),40%[activator],-3%,-14%,-0.3,56%[activator],8,0.5,-5,·
N#Cc1ccc(NC(=O)CSc2nc3[nH]c(=O)cc(O)c3s2)cc1,-6%,3%,-23%,0.0,-4%,7,0.5,0,-38
O=C(Nc1ccccc1Sc1ccccc1)C1CCCO1 (stereo not given),8%,4%,-26%,-0.1,8%,0,-0.7,0,12
Cc1c(CC=C(Cl)Cl)c(=O)[nH]c2c(C)cccc12,9%[57.1 µM],14%,7%,-0.8,7%[57.1 µM],13,-0.1,-19,9
COC(=O)c1[nH]c2cc(OC)ccc2c1NC(=O)c1c(F)cccc1F,7%,-10%,-4%,-1.6,8%,1,0.5,3,-19
COc1ccc(NC(=O)C(=O)N/N=C\c2ccc(CNC(=O)C(=O)Nc3ccc(C)c(C)c3)o2)c(OC)c1,-4%,2%,-21%,0.0,4%,-3,0.5,-1,-3
CCOc1ccc(N2C(=O)CC(NCC#N)C2=O)cc1 (stereo not given),22µM*,-7%,-9%,0.4,3%,-5,0.0,7,-17
CCN1CCc2c(sc(NC(=S)NC(=O)c3ccco3)c2C(N)=O)C1,-7%[57.1 µM],9%,-8%,30*,-6%[57.1 µM],6,1.5,-4,-21
Cc1nc2nc(-c3cccs3)[nH]c2cc1Br,-17%[57.1 µM],12%,-14%,·,6%,·,·,-10,·
Cc1cccc2cc3c(N)c(C#N)sc3nc12,6%[57.1 µM],5%,-23%,6.0,3%[57.1 µM],4,8.1,4,8
Cc1ccc(NC(=O)c2ncn(CC(=O)NCc3nc4ccccc4[nH]3)n2)cc1C,23%,8%,-28%,·,17%,·,·,-6,·
CCOC(CCn1c(SCc2cccc([N+](=O)[O-])c2)nc2ccccc2c1=O)OCC,8%[57.1 µM],6%,-7%,0.3,-19%[57.1 µM],-9,1.0,4,-9
CCOc1cc(CNn2c(C)nnc2SCC(=O)NC(C)(C)C)ccc1OCC(=O)NC(C)(C)C,33%[activator][57.1 µM],3%,-6%,-0.3,-8%[57.1 µM],1,0.2,-1,-11
O=C(C1COc2ccccc2O1)N(Cc1cccnc1)c1nc2ccc(Cl)cc2s1 (stereo not given),17%[57.1 µM],0%,-15%,0.7,-3%[57.1 µM],0,0.4,3,·
Cc1ccc(-n2nnnc2CNC(=O)c2ccc(F)cc2)cc1C,17%[57.1 µM],10%,-22%,-0.5,3%[57.1 µM],-1,-0.5,0,·
Cc1nn(CC(=O)NNC(=O)c2cccc(Br)c2)c(C)c1[N+](=O)[O-],2%,2%,-1%,0.6,-8%,-1,0.4,-3,1
CCc1ccc(NCc2cc3ccc(OC)cc3n(CC(=O)Nc3ccccc3C)c2=O)cc1,12%,0%,-12%,0.1,0%,-1,-0.1,0,·
COc1ccc(C(=O)CSc2nc(C)cc(=O)[nH]2)cc1C,6%,3%,-25%,-1.6,-2%,1,-0.9,3,11
Cn1ncc(N=Cc2ccc([N+](=O)[O-])cc2)c1C(=O)N1CCOCC1,-5%,0%,9%,0.9,-13%,3,0.4,2,-7
COc1ccc(NS(=O)(=O)c2cccc(C(=O)NCCCN3CCOCC3)c2)cc1,-14%,-8%,3%,0.1,-13%,-7,-0.3,-2,12
Cc1cc(C)nc(Nc2ncn[nH]2)n1,·,·,·,9.0,·,-1,0.6,·,12
CCN(CC)S(=O)(=O)c1nnc(NC(=O)c2ccc(Br)cc2)s1,21%,45%[activator],4%,-0.8,0%,-2,0.4,4,·
Cc1ccc(CN2C(=O)CSC2c2cccnc2)cc1 (stereo not given),27%[57.1 µM],6%,-12%,-0.1,12%[57.1 µM],-2,0.2,2,-1
O=S(=O)(N=C(NS(=O)(=O)c1ccc(Cl)cc1)c1ccccc1)c1ccc(Cl)cc1,16%[57.1 µM],-13%,-2%,·,9%[57.1 µM],·,·,1,·
CC(=O)N1CCc2c(sc3c2c(=O)n(-c2ccccc2)c(=O)n3CC(=O)Nc2cc(C)cc(C)c2)C1,0%[57.1 µM],-16%,-5%,0.6,-8%[57.1 µM],-3,0.3,-8,·
